TrxR1 inh = qHTS Assay for Inhibitors of Mammalian Selenoprotein Thioredoxin Reductase 1 (TrxR1): qHTS | Potency, µM (highest dose often 114 µM), inactives show at the top dose activity change, negative = inhibition, hits mostly inhibitors | Thioredoxin reductase 1, cytoplasmic (Rattus norvegicus), O89049 | recombinant rTrxR1, NADPH fluorescence consumption, selenite substrate | 390,000 tested, 1% active; note: % is set by controls: 0 for no effect and ±100 for the full control effect; nearly all actives have a fitted effect of over 65% in size
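Rat TrxR1 (90 nM in the dispensed reagent) was pre-reduced with 400 uM NADPH for 5 min at room temperature, then incubated with compound for 15 min. After 400 uM selenite was added, NADPH fluorescence (Ex 340/Em 450 nm) was followed for 8 min.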
Pin1 inh = qHTS Assay to Find Inhibitors of Pin1; Peptidyl-prolyl cis-trans isomerase NIMA-interacting 1 (Homo sapiens), Q13526; Pin1 FP peptide displacement, HiFluor488, 10 min; Potency, µM (top dose mostly 115 µM), without a hit: at the highest dose activity, negative = inhibition, hits mostly inhibitors; 390,000 tested, 0.009% active; active = well fitted inhibition curve with a large enough effect in the polarisation, with a control signal flat, not every such curve was filed as active; inconclusive = small, poorly fitted or top-dose-only effect, or effect the other way, or a change in a side signal; inactive = no such curve, though single readings can be large or run the other way; the % refers to the polarisation; note: % is set by controls: 0 for no effect and ±100 for the full control effect
Target sequence (Q13526 whole entry, looked up): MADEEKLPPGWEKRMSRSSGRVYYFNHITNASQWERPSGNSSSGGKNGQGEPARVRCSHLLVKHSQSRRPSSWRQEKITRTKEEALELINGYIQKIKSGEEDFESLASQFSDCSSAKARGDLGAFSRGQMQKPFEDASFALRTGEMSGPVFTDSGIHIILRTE
ERG-DNA inh = qHTS for Small Molecule Inhibitors of the ERG Ets/DNA interaction | Transcriptional regulator ERG (Homo sapiens), P11308 | 370,000 tested, 0.028% active | fluorescence polarization, His-ERG Ets domain / labelled DNA | Potency, µM (titrated, usually from 76.9 µM), for inactives: at the top dose FP activity, negative = inhibition, usual class: inhibitors; active = well fitted inhibition curve with a large enough effect in the polarisation, with a control signal flat; inconclusive = small, poorly fitted or top-dose-only effect, or effect the other way, or a change in a side signal; inactive = no such curve, though single readings can be large or run the other way; the % refers to the polarisation;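 note: polarization taken with two DNA probes labelled with fluorescein and Texas red; % of control where 0% means no effect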
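His-tagged ERG Ets domain (1 uM in the protein solution; 300mM KCl, 50mM Tris-HCl, 1mM EDTA, 1mM DTT, pH 7.5) received compound, then a probe mix of 5 nM fluorescein-DNA and 100nM Texas-615-DNA. Fluorescence polarization was read for both dyes.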
JMJD2A Tudor = qHTS Assay for Inhibitors of JMJD2A-Tudor Domain. 390,000 tested, 4.4% active. AID 504339, 2011. Potency, µM (titrated, usually from 114 µM), for inactives: at the highest dose activity change, negative = inhibition, actives largely listed as inhibitors. AlphaScreen JMJD2A-Tudor / H3K4me3 peptide binding; note: % is set by controls: 0 for no effect and ±100 for the full control effect; nearly all actives have a fitted effect of over 50% in size
PGK inhibitor = qHTS Assay to Find Inhibitors of Phosphoglycerate Kinase. AID 602233, 2012. 380,000 tested, 0.043% active. PGK/GAPDH coupled, Kinase-Glo luminescence, 60 min. Phosphoglycerate kinase, glycosomal (Trypanosoma brucei brucei), P07378. Potency, µM (titrated, usually from 57.5 µM), without a hit: at the highest dose activity change, negative = inhibition, most hits filed as inhibitors; note: % is set by controls: 0 for no effect and ±100 for the full control effect; nearly all actives have a fitted effect of over 60% in size
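Recombinant glycosomal PGK reaction used 1,3-bisphosphoglycerate generated in-well by GAPDH (100nM final) in 100mM TEA pH 7.6, 5mM MgCl2, 0.01% Tween-20. After 60 minutes at room temperature, ATP was read by Kinase-Glo Plus luminescence end-point.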
ALOX12 inh = Primary qHTS assay for inhibitors of human arachidonate 12S-lipoxygenase (ALOX12): Round 2 | Polyunsaturated fatty acid lipoxygenase ALOX12 (Homo sapiens), P18054 | purified 12hLO, xylenol orange hydroperoxide absorbance | Potency, µM (titrated, usually from 108 µM), for inactives: top-dose activity change, negative = inhibition, most hits filed as inhibitors | 580,000 tested, 1.1% active; note: % is set by controls: 0 for no effect and ±100 for the full control effect
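Purified human 12hLO (150 nM final) in 25 mM Hepes, 0.01% Triton X-100, pH 7.0 was preincubated 15 min at room temperature with compound. Then 40 uM arachidonic acid was added, 30 min. Hydroperoxide was read by Fe-XO absorbance ratio 573/405 nm.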
RGS4 inh = Inhibitors of Regulator of G Protein Signaling (RGS) 4: qHTS; Transcreener GDP fluorescence polarization, RGS4-accelerated GTP hydrolysis; Potency, µM (highest dose often 114 µM), for inactives: at the highest dose activity change, negative = inhibition, most hits filed as inhibitors; 390,000 tested, 0.039% active; AID 504845, 2011; note: % is set by controls: 0 for no effect and ±100 for the full control effect; nearly all actives have a fitted effect of over 75% in size; some results filed as inactive show a strong effect at the top dose
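MLSMR compounds (23 nl, pin-transferred) preincubated 10 min at room temperature with a 500nM (2x) first reagent, then RGS4 at 900nM (2x) plus Transcreener GDP mix added; fluorescence polarization (620/688 nm) read before and after 90 min at 30 °C.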
HP1b binding inh = HTS for Inhibitors of HP1-beta Chromodomain Interactions with Methylated Histone Tails; Chromobox protein homolog 1 (Homo sapiens), P83916; AlphaScreen HP1-beta / biotin-H3K9me3 peptide binding; Potency, µM (titrated, usually from 114 µM), for the others: at the highest dose activity change, negative = inhibition, actives largely listed as inhibitors; 390,000 tested, 0.56% active; note: nearly all actives have a fitted effect of over 70% in size; inactives centre near 23
Target sequence (P83916 whole entry, looked up): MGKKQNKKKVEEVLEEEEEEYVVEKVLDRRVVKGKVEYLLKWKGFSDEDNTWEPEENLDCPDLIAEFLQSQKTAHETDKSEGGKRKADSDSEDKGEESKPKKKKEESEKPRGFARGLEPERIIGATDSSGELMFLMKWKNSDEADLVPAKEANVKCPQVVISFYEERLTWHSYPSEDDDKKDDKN
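Compound inhibition of the preformed complex between 50 nM HP1-beta and 50 nM biotinylated H3K9me3 peptide was read by AlphaScreen. Buffer was PBS pH 7.4 with 0.01% Tween-20. Incubations ran 30 min at room temperature, with 10 ug/mL donor/acceptor beads.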
GLS inhibitor = qHTS for Inhibitors of Glutaminase (GLS) | Glutaminase kidney isoform, mitochondrial (Homo sapiens), O94925 | GLS enzymatic activity, qHTS titration | Potency, µM (top dose mostly 45.5 µM), without a hit: at the top dose activity change, negative = inhibition, most hits filed as inhibitors | 410,000 tested, 0.21% active; note: % is set by controls: 0 for no effect and ±100 for the full control effect
Target sequence (O94925 whole entry, looked up, canonical isoform): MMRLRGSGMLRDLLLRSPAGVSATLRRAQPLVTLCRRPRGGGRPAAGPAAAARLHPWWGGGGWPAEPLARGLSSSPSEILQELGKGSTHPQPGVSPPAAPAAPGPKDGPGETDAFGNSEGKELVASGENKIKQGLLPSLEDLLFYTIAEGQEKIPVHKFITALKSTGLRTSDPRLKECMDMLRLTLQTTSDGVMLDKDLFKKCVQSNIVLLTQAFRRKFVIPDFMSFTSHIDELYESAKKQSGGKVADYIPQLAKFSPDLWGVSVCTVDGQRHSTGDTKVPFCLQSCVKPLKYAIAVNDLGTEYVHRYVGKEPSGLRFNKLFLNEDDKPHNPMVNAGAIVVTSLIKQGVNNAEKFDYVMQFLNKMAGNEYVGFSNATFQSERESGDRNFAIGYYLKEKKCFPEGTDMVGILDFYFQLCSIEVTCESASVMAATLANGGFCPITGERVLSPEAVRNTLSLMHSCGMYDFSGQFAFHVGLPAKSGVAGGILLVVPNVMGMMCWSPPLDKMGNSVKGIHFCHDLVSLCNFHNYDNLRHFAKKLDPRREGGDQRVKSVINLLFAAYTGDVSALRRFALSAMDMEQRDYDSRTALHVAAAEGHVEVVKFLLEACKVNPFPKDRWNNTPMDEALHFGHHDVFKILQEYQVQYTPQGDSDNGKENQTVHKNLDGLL
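Two-point fluorescence kinetic (t0, 30 min RT) for hKGA; glutamate detected via glutamate oxidase–HRP–Amplex Red. Substrate: 1 mM L-glutamine solution; buffer 45 mM KH2PO4, pH 8.2.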
Active calls of the source: *; [ ] = another dose, or the depositor's remark. Unless noted, calls come from the whole dose curve; as a rule, active = well fitted curve in the direction sought with a large enough effect; inconclusive = small, poorly fitted or top-dose-only effect, or another doubt; inactive = no such curve, though single readings can be large; an effect the other way counts as inactive or inconclusive. Potency is the fitted concentration of half-maximal effect. Some of the compounds tested; rates above refer to the full screens.

What do the screens show for `Cc1nc(-c2c(-c3ccc(O)cc3O)noc2C(F)(F)F)cs1`?
TrxR1 inh: 3%; Pin1 inh: -8%; ERG-DNA inh: 1%; JMJD2A Tudor: -30%; PGK inhibitor: -1%; ALOX12 inh: 0%; RGS4 inh: -5%; HP1b binding inh: 24%; GLS inhibitor: 24%

Results for COc1ccccc1NC(=O)c1cc(C(=O)O)ccc1C(=O)O ?
TrxR1 inh: 25%[57.1 µM]; Pin1 inh: -18%; ERG-DNA inh: 10%; JMJD2A Tudor: -32%; PGK inhibitor: 0%; ALOX12 inh: -4%; RGS4 inh: -10%; HP1b binding inh: 69%[activator]; GLS inhibitor: 4%

What do the screens show for `O=C(C[n+]1cn(C(F)F)c2ccccc21)c1ccc(OC(F)F)cc1`?
TrxR1 inh: inconclusive; Pin1 inh: 0%; ERG-DNA inh: -4%; JMJD2A Tudor: -1%; PGK inhibitor: 4%; ALOX12 inh: -8%; RGS4 inh: -36%; HP1b binding inh: 50%[activator]; GLS inhibitor: 1%

What do the screens show for `CCc1noc(-c2ccc(NCc3ccccc3)c([N+](=O)[O-])c2)n1`?
TrxR1 inh: 4%; Pin1 inh: 7%; ERG-DNA inh: -1%; JMJD2A Tudor: -12%; PGK inhibitor: -6%; ALOX12 inh: -11%; RGS4 inh: 8%; HP1b binding inh: 23%; GLS inhibitor: 3%

How did O=C(NNC(=O)C1CCN(Cc2cccc(F)c2)CC1)c1cccc(Cl)c1 do in these assays?
TrxR1 inh: 43%; Pin1 inh: -15%; ERG-DNA inh: 8%; JMJD2A Tudor: -5%; PGK inhibitor: -10%; ALOX12 inh: 153%[activator]; RGS4 inh: inconclusive; HP1b binding inh: 1%; GLS inhibitor: 2%

What do the screens show for `CCOC(=O)c1c(NC(=S)Nc2ccccc2)sc2c1CCN(C)C2`?
TrxR1 inh: inconclusive; Pin1 inh: inconclusive; ERG-DNA inh: -2%; JMJD2A Tudor: -27%; PGK inhibitor: -4%; ALOX12 inh: inconclusive; RGS4 inh: -33%; HP1b binding inh: 24%; GLS inhibitor: 2%

What do the screens show for `CCCCN(C(=O)C1CC1)C1CCS(=O)(=O)C1` (configuration not stated)?
TrxR1 inh: 11%; Pin1 inh: 2%; ERG-DNA inh: 6%; JMJD2A Tudor: -7%; PGK inhibitor: -11%; ALOX12 inh: 9%; RGS4 inh: 13%; HP1b binding inh: -6%; GLS inhibitor: 0%

How did Cc1ncc([N+](=O)[O-])n1CC(O)CCl (configuration not stated) do in these assays?
TrxR1 inh: 26%; Pin1 inh: -8%; ERG-DNA inh: 6%; JMJD2A Tudor: -21%; PGK inhibitor: -1%; ALOX12 inh: 8%; RGS4 inh: 21%; HP1b binding inh: 40%[activator]; GLS inhibitor: -4%

What do the screens show for `O=S(=O)(Cc1ccccc1Cl)N1CCCC1`?
TrxR1 inh: 15%[11.4 µM]; Pin1 inh: -4%; ERG-DNA inh: 24%; JMJD2A Tudor: -12%; PGK inhibitor: 2%; ALOX12 inh: -2%; RGS4 inh: -35%; HP1b binding inh: -22%; GLS inhibitor: 1%

What do the screens show for `CCCCCN=CC1=C(O)CC(c2ccccc2)CC1=O` (configuration not stated)?
TrxR1 inh: 14%[57.1 µM]; Pin1 inh: -10%; ERG-DNA inh: -2%; JMJD2A Tudor: -6%; PGK inhibitor: -11%; ALOX12 inh: -22%; RGS4 inh: 9%; HP1b binding inh: 27%; GLS inhibitor: 2%

Three entries from above, arranged by SMILES length, ascending.
What do the screens show for `O=S(=O)(Cc1ccccc1Cl)N1CCCC1`?
TrxR1 inh: 15%[11.4 µM]; Pin1 inh: -4%; ERG-DNA inh: 24%; JMJD2A Tudor: -12%; PGK inhibitor: 2%; ALOX12 inh: -2%; RGS4 inh: -35%; HP1b binding inh: -22%; GLS inhibitor: 1%

What do the screens show for `CCCCCN=CC1=C(O)CC(c2ccccc2)CC1=O` (configuration not stated)?
TrxR1 inh: 14%[57.1 µM]; Pin1 inh: -10%; ERG-DNA inh: -2%; JMJD2A Tudor: -6%; PGK inhibitor: -11%; ALOX12 inh: -22%; RGS4 inh: 9%; HP1b binding inh: 27%; GLS inhibitor: 2%

What do the screens show for `O=C(C[n+]1cn(C(F)F)c2ccccc21)c1ccc(OC(F)F)cc1`?
TrxR1 inh: inconclusive; Pin1 inh: 0%; ERG-DNA inh: -4%; JMJD2A Tudor: -1%; PGK inhibitor: 4%; ALOX12 inh: -8%; RGS4 inh: -36%; HP1b binding inh: 50%[activator]; GLS inhibitor: 1%

Additional structures follow.
Results for O=C(c1ccc(S(=O)(=O)N2CCCCCC2)cc1)N1CCCC(C(F)(F)F)C1 (configuration not stated) ?
TrxR1 inh: 2%; Pin1 inh: -4%; ERG-DNA inh: 2%; JMJD2A Tudor: -9%; PGK inhibitor: -10%; ALOX12 inh: 4%; RGS4 inh: 1%; HP1b binding inh: 28%; GLS inhibitor: 0%

How did Cc1ccc(NC(=O)NCCc2c(C)nn(C)c2C)c(Cl)c1 do in these assays?
TrxR1 inh: 15%[57.1 µM]; Pin1 inh: -2%; ERG-DNA inh: -2%; JMJD2A Tudor: -7%; PGK inhibitor: -8%; ALOX12 inh: -11%; RGS4 inh: 16%; HP1b binding inh: 12%; GLS inhibitor: -7%

What do the screens show for `COc1ccc(NC(=O)CSC2=Nc3ccccc3C3=NC(CCC(=O)NCCc4ccccc4)C(=O)N23)c(OC)c1` (configuration not stated)?
TrxR1 inh: 3%[57.1 µM]; Pin1 inh: 15%; ERG-DNA inh: 3%; JMJD2A Tudor: -16%; PGK inhibitor: 13%; ALOX12 inh: -25%; RGS4 inh: -2%; HP1b binding inh: 25%; GLS inhibitor: 1%

How did CCc1cccc(CC)c1NC(=S)NC(C)c1ccccc1 (configuration not stated) do in these assays?
TrxR1 inh: -5%; Pin1 inh: 1%; ERG-DNA inh: -4%; JMJD2A Tudor: -23%; PGK inhibitor: -4%; ALOX12 inh: 40µM*; RGS4 inh: -19%; HP1b binding inh: 25%; GLS inhibitor: 1%

Results for O=C(Nc1ccc2[nH]ncc2c1)c1ccccc1 ?
TrxR1 inh: 10%; Pin1 inh: -4%; ERG-DNA inh: 4%; JMJD2A Tudor: -6%; PGK inhibitor: -11%; ALOX12 inh: -15%; RGS4 inh: 20%; HP1b binding inh: 39%; GLS inhibitor: -4%

What do the screens show for `CCOc1ccc(C2/C(=C(\O)c3c(C)[nH]c(C(=O)OC)c3C)C(=O)C(=O)N2CCN(C)C)cc1` (configuration not stated)?
TrxR1 inh: 6%; Pin1 inh: 2%; ERG-DNA inh: 9%; JMJD2A Tudor: 35µM*; PGK inhibitor: inactive; ALOX12 inh: -14%; RGS4 inh: 16%; HP1b binding inh: 4%; GLS inhibitor: -1%

How did CCn1cc(C(=O)N(CCCN2CCOCC2)Cc2ccco2)c(=O)c2ccc(C)nc21 do in these assays?
TrxR1 inh: -2%[57.1 µM]; Pin1 inh: -15%; ERG-DNA inh: 15%; JMJD2A Tudor: -4%; PGK inhibitor: 2%; ALOX12 inh: 0%; RGS4 inh: -1%; HP1b binding inh: 16%; GLS inhibitor: -1%

What do the screens show for `CCc1ccc2nc(N(CCCN(C)C)C(=O)c3ccc(S(=O)(=O)N4CCc5ccccc5C4)cc3)sc2c1`?
TrxR1 inh: 24%[57.1 µM]; Pin1 inh: 1%; ERG-DNA inh: 6%; JMJD2A Tudor: -14%; PGK inhibitor: 0%; ALOX12 inh: 6%; RGS4 inh: 25%; HP1b binding inh: 15%; GLS inhibitor: 8%

Results for O=C(Nc1nnc(CCc2ccccc2)s1)c1ccccc1F ?
TrxR1 inh: 11%[57.1 µM]; Pin1 inh: 2%; ERG-DNA inh: 1%; JMJD2A Tudor: -1%; PGK inhibitor: 8%; ALOX12 inh: -14%; RGS4 inh: -3%; HP1b binding inh: 50%[activator]; GLS inhibitor: 1%

How did Cc1ccc(S(=O)(=O)c2cc3ccccc3oc2=Nc2ccc3c(c2)OCO3)cc1 do in these assays?
TrxR1 inh: 59%[activator][57.1 µM]; Pin1 inh: inconclusive; ERG-DNA inh: 6%; JMJD2A Tudor: inconclusive; PGK inhibitor: -3%; ALOX12 inh: -7%; RGS4 inh: 13%; HP1b binding inh: inconclusive; GLS inhibitor: 15%

Bioassay records as filed in PubChem.
